DYRK1A inh – blocks rat Dyrk1A kinase activity; AID 504441; inhibition, % at 12.5 µM; 0.43% of 310,000 active; ADP-Glo luminescence, NFATc1 peptide; Q63470; in the data active means inhibition above about 50%;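 further: plate controls were vehicle with enzyme for no effect and no enzyme for full effect; many of its hits are not listed in these tables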
PolyA inhibitor – blocks polyadenylation in yeast reporter cells | S. cerevisiae SKY197-pL101 polyadenylation reporter, beta-gal luminescence; efflux-impaired pdr1/pdr3 knockout yeast; score 100 = 6 SD above DMSO | calls only at 12 µM | 0.02% of 300,000 active;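 active means lowest replicate activity score at least 50, where 100 means six control SD above control mean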;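 further: yeast exposed to compound for 9 h at 30 °C; higher score means more reporter readthrough which indicates perturbed polyadenylation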
hERG protect – hERG (human) protection from proarrhythmic block; CHO-hERG, FluxOR thallium flux, dofetilide IC70 present; activation (rescue from dofetilide block), less the hit threshold, % at 10 µM; 0.51% of 310,000 active;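 active means activation above the mean of controls blocked by dofetilide plus 5 SD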;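 further: thallium influx through hERG after potassium depolarization seen as dye fluorescence rise; in these data hits start at about 4.7%; inactives centre near -7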
KCNQ1 act – potentiators or activators of human KCNQ1 potassium channel; 0.35% of 310,000 active; B-score at 10 µM; CHO-K1 KCNQ1, thallium flux FluxOR fluorescence; stronger effect = higher value; P51787;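 active means fluorescence ratio B-score, a plate-corrected score, at least three library SD, with initial intensity B-score within 5 SD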
Target sequence (P51787 whole entry, looked up): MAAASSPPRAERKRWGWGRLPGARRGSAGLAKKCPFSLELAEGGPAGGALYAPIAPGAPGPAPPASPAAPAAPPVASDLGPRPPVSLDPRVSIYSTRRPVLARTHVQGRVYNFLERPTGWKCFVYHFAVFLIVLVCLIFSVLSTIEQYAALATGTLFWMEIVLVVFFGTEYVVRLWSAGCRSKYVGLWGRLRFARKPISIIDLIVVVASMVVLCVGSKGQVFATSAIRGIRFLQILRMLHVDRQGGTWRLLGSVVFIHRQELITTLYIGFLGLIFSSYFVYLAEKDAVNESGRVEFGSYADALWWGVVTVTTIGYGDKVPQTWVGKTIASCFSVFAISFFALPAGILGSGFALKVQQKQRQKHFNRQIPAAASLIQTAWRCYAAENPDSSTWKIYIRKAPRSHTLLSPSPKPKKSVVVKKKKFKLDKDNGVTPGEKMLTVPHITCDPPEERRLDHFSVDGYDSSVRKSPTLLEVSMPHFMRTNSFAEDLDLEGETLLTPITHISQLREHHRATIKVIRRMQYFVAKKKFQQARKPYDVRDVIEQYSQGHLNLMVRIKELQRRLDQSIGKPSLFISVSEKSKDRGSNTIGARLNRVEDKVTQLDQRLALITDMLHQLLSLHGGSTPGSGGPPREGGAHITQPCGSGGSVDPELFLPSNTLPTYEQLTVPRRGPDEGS
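Assay system: CHO-K1 cells stably expressing KCNQ1. Medium: assay buffer for compound exposure, DMSO matched across wells. Timing: 37 °C overnight plating, 90-min dark dye load, 20-min compound pretreatment. Signal: kinetic FluxOR fluorescence, 10 s baseline plus 110 s post-stimulus.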
RGS4 block – human RGS4 inhibition; P49798; B-score at 10 µM; HEK293 M3R/RGS4 inducible, Fluo-4 calcium flux; stronger effect = higher value; triggered by carbachol at its EC20; 0.45% of 310,000 active;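 active means B-score, a plate-corrected calcium signal, over three deviations above library mean, with baseline fluorescence within five deviations of library mean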;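 further: RGS4 expression induced by doxycycline in cells with stable M3 receptor; B-score is computed from the integrated fluorescence ratio over baseline after carbachol; higher B-score means a larger calcium signal and so more RGS4 inhibition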
Target sequence (P49798 whole entry, looked up): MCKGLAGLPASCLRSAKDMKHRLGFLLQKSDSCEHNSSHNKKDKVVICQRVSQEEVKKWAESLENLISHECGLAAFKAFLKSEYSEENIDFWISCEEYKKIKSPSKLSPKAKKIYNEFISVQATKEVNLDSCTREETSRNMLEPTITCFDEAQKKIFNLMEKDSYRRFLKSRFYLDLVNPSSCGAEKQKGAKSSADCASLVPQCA
GSK3beta inhib – inhibitors of human GSK3beta kinase. P49841. GST-GSK3beta kinase, ADP-Glo luminescence, 60 min; stronger effect = lower value. activity score (negative = inhibition), % at 10 µM. 0.038% of 300,000 active;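 active means more than half of replicate wells score below -50%, meaning over 50% inhibition versus plate controls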;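 further: 0% = median DMSO wells and -100% = median GW8510 positive control wells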
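Test system – GST-tagged human GSK3beta kinase, cell-free · Incubation – 60 min enzyme reaction, room temperature · Signal – ADP-Glo luminescence · Also added – peptide substrate and ATP at 25 µM · Controls – DMSO neutral wells and GW8510 at 20 µM as positive · Buffer or medium – Tris/MgCl2 kinase buffer · Measure – Luminescence-derived activity versus plate DMSO and GW8510 wells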
KCNK3 block – human KCNK3 channel inhibition, primary screen. O14649. CHO-KCNK3 thallium flux, FluxOR fluorescence; stronger effect = lower value. B-score at 10 µM. 0.84% of 340,000 active;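 active means B-score under library mean minus 4 SD, starting fluorescence ratio at most library mean plus 5 SD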;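 further: more negative B-score means stronger inhibition of thallium flux through KCNK3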
KCNK9 inh – inhibitors of human KCNK9 two-pore domain potassium channel. HEK293 KCNK9, FluxOR thallium flux fluorescence; stronger effect = lower value. B-score at 10 µM. 1.2% of 310,000 active;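 active means ratio B-score over 3 SD below the library mean, with starting fluorescence within 5 SD of its mean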;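 further: negative B-score means less thallium flux so channel inhibition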
RGS4 act – RGS4 potentiation or activation. B-score at 10 µM. 0.92% of 310,000 active. AID 463111. HEK293 M3R/inducible RGS4, carbachol calcium flux Fluo4; stronger effect = lower value;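 active means B-score of the integrated calcium signal more than 4 SD below the library mean, with starting fluorescence not abnormally high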;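 further: negative B-score means reduced calcium response which marks RGS4 activation or potentiation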
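test system = M3R-expressing HEK293 line, RGS4 induced by doxycycline | probe or stimulus = carbachol at ECmax as muscarinic agonist stimulus | timing = dye loading 30 min 37 °C, buffer rest 30 min RT | signal = calcium dye Fluo4 fluorescence | evaluation = B score from integrated fluorescence ratio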
KCNQ1 block – blocks the human KCNQ1 potassium channel. P51787. 1.3% of 310,000 active. CHO-K1 KCNQ1, FluxOR thallium flux fluorescence; stronger effect = higher value. B-score at 10 µM;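 active means compounds whose thallium flux B-score, printed positive for inhibition, exceeds three library SD while starting fluorescence stays within three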;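 further: channel opened by potassium depolarization with thallium stimulus after 20 min compound exposure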
GSK3 alpha inh – human GSK-3 alpha kinase inhibition; AID 2650; P49840; inhibition, % at 10 µM; 0.1% of 320,000 active; ADP-Glo luminescence, 60 min;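 in the data active means inhibition above about 50%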;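 further: GST-tagged GSK-3 alpha with peptide substrate and 25 µM ATP; 0% = DMSO neutral wells and 100% = GW8510 positive control wells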
Active calls of the source: *.

`COc1ccc(-n2c(SCC(=O)N3CCCCC3)nnc2-c2cccnc2)cc1` gave DYRK1A inh -9, PolyA inhibitor inactive, hERG protect 6.4*, KCNQ1 act inactive, RGS4 block inactive, GSK3beta inhib -1, KCNK3 block inactive, KCNK9 inh inactive, RGS4 act inactive, KCNQ1 block inactive and GSK3 alpha inh -2.
`CCOC(=O)/C(C#N)=C/c1ccc(OCC(=O)Nc2ccccc2)c(OC)c1` gave DYRK1A inh 0, PolyA inhibitor inactive, hERG protect -4, KCNQ1 act inactive, RGS4 block inactive, GSK3beta inhib -8, KCNK3 block inactive, KCNK9 inh inactive, RGS4 act inactive, KCNQ1 block inactive and GSK3 alpha inh 4.
`Cc1ccccc1Nc1nnc(-c2ccc(C(=O)NCCO)cc2)c2ccccc12` gave DYRK1A inh 1, PolyA inhibitor inactive, hERG protect -13, KCNQ1 act inactive, RGS4 block inactive, GSK3beta inhib -3, KCNK3 block inactive, KCNK9 inh inactive, RGS4 act inactive, KCNQ1 block inactive and GSK3 alpha inh 0.
Cc1ccc(Nc2ncc3c(n2)CC(C)(C)CC3=O)cc1 was read as DYRK1A inh -1, PolyA inhibitor inactive, hERG protect -15, KCNQ1 act inactive, RGS4 block inactive, GSK3beta inhib 1, KCNK3 block inactive, KCNK9 inh inactive, RGS4 act inactive, KCNQ1 block inactive and GSK3 alpha inh 10.
O=C(Nc1ccc(NC(=O)c2ccccc2Cl)nc1)c1ccco1 was read as DYRK1A inh -2, PolyA inhibitor inactive, hERG protect -12, KCNQ1 act inactive, RGS4 block inactive, GSK3beta inhib 0, KCNK3 block inactive, KCNK9 inh inactive, RGS4 act inactive, KCNQ1 block inactive and GSK3 alpha inh -2.
For CCc1ccc(NS(=O)(=O)c2ccc(C)c(C(=O)N3CCOCC3)c2)cc1 the results were DYRK1A inh -1, PolyA inhibitor inactive, hERG protect -11, KCNQ1 act inactive, RGS4 block inactive, GSK3beta inhib 2, KCNK3 block inactive, KCNK9 inh inactive, RGS4 act inactive, KCNQ1 block inactive and GSK3 alpha inh 0.
Cc1ccc(S(=O)(=O)c2cn(CC(=O)Nc3ccccc3)c3ccc(F)cc3c2=O)cc1 was read as DYRK1A inh 5, PolyA inhibitor inactive, hERG protect -8, KCNQ1 act inactive, RGS4 block inactive, GSK3beta inhib 0, KCNK3 block inactive, KCNK9 inh inactive, RGS4 act inactive, KCNQ1 block inactive and GSK3 alpha inh -3.
Screening Cc1ccc(Cn2c(SCC(=O)NCc3ccco3)nc3ccsc3c2=O)cc1 returned DYRK1A inh 2, PolyA inhibitor inactive, hERG protect -11, KCNQ1 act inactive, RGS4 block inactive, GSK3beta inhib 2, KCNK3 block inactive, KCNK9 inh inactive, RGS4 act inactive, KCNQ1 block inactive and GSK3 alpha inh 0.
`CC(=O)c1c(C)oc2ccc(N(C(C)=O)S(=O)(=O)c3cccc4cccnc34)cc12` gave DYRK1A inh 2, PolyA inhibitor inactive, hERG protect -4, KCNQ1 act inactive, RGS4 block inactive, GSK3beta inhib 2, KCNK3 block inactive, KCNK9 inh inactive, RGS4 act inactive, KCNQ1 block inactive and GSK3 alpha inh -2.
Screening Clc1ccccc1CSc1nnc([C@@H]2CCCN2)o1 returned PolyA inhibitor inactive, hERG protect -4, KCNQ1 act inactive, RGS4 block inactive, GSK3beta inhib -13, KCNK3 block inactive, KCNK9 inh inactive, RGS4 act inactive, KCNQ1 block inactive and GSK3 alpha inh -7.
For NC(=O)c1c(NC(=O)c2ccccc2)sc2c1CCN(Cc1ccccc1)C2 the results were DYRK1A inh 0, PolyA inhibitor inactive, hERG protect -12, KCNQ1 act inactive, RGS4 block inactive, GSK3beta inhib -2, KCNK3 block inactive, KCNK9 inh inactive, RGS4 act inactive, KCNQ1 block inactive and GSK3 alpha inh 1.
COc1ccccc1/C=C/C=N/N1CCN(Cc2cccc3ccccc23)CC1 was read as DYRK1A inh -7, PolyA inhibitor inactive, hERG protect -3, KCNQ1 act inactive, RGS4 block inactive, GSK3beta inhib -5, KCNK3 block inactive, KCNK9 inh inactive, RGS4 act inactive, KCNQ1 block inactive and GSK3 alpha inh -2.
COc1cccc(NC(=O)c2nn(C)cc2Br)c1 was read as DYRK1A inh 0, PolyA inhibitor inactive, hERG protect -3, KCNQ1 act inactive, RGS4 block inactive, GSK3beta inhib -4, KCNK3 block inactive, KCNK9 inh inactive, RGS4 act inactive, KCNQ1 block inactive and GSK3 alpha inh 1.
For Cc1ccc(CS(=O)(=O)CCC(=O)N2CCOCC2)cc1 the results were DYRK1A inh 3, PolyA inhibitor inactive, hERG protect -5, KCNQ1 act inactive, RGS4 block inactive, GSK3beta inhib 0, KCNK3 block inactive, KCNK9 inh inactive, RGS4 act inactive, KCNQ1 block inactive and GSK3 alpha inh -1.
For COc1ccc(S(=O)(=O)N2CCN(c3ccccc3OC)CC2)cc1OC the results were DYRK1A inh -6, PolyA inhibitor inactive, hERG protect 1, KCNQ1 act inactive, RGS4 block inactive, GSK3beta inhib -1, KCNK3 block inactive, KCNK9 inh inactive, RGS4 act inactive, KCNQ1 block inactive and GSK3 alpha inh -6.
Screening COc1ccc(OC)c(C2C(C(C)=O)=C(O)C(=O)N2Cc2cccnc2)c1 (stereo not drawn) returned DYRK1A inh 1, PolyA inhibitor inactive, hERG protect -2, KCNQ1 act inactive, RGS4 block inactive, GSK3beta inhib 3, KCNK3 block inactive, KCNK9 inh inactive, RGS4 act inactive, KCNQ1 block inactive and GSK3 alpha inh -1.
C=CCc1c(C)nc2cc(-c3ccccc3)[nH]n2c1=O was read as DYRK1A inh 6, PolyA inhibitor inactive, hERG protect -6, KCNQ1 act inactive, RGS4 block inactive, GSK3beta inhib 1, KCNK3 block inactive, KCNK9 inh inactive, RGS4 act inactive, KCNQ1 block inactive and GSK3 alpha inh -3.
`CCCCCOc1ccc(NC(=O)c2cc(SC)ccc2Cl)cc1` gave DYRK1A inh -2, PolyA inhibitor inactive, hERG protect -5, KCNQ1 act inactive, RGS4 block inactive, GSK3beta inhib 1, KCNK3 block inactive, KCNK9 inh inactive, RGS4 act inactive, KCNQ1 block inactive and GSK3 alpha inh -1.
For CCC(=O)OC1c2ccccc2C(=O)N1Cc1ccccc1 (stereo not drawn) the results were DYRK1A inh -3, PolyA inhibitor inactive, hERG protect -7, KCNQ1 act inactive, RGS4 block inactive, GSK3beta inhib 2, KCNK3 block inactive, KCNK9 inh inactive, RGS4 act inactive, KCNQ1 block inactive and GSK3 alpha inh -1.
`Cc1ccc(NC(=O)NCc2cccn2C)cc1C` gave DYRK1A inh 6, PolyA inhibitor inactive, hERG protect -4, KCNQ1 act inactive, RGS4 block inactive, GSK3beta inhib 2, KCNK3 block inactive, KCNK9 inh inactive, RGS4 act inactive, KCNQ1 block inactive and GSK3 alpha inh 0.

2 compounds picked at random from those above:
`COc1ccc(-n2c(SCC(=O)N3CCCCC3)nnc2-c2cccnc2)cc1` gave DYRK1A inh -9, PolyA inhibitor inactive, hERG protect 6.4*, KCNQ1 act inactive, RGS4 block inactive, GSK3beta inhib -1, KCNK3 block inactive, KCNK9 inh inactive, RGS4 act inactive, KCNQ1 block inactive and GSK3 alpha inh -2.
`Cc1ccccc1Nc1nnc(-c2ccc(C(=O)NCCO)cc2)c2ccccc12` gave DYRK1A inh 1, PolyA inhibitor inactive, hERG protect -13, KCNQ1 act inactive, RGS4 block inactive, GSK3beta inhib -3, KCNK3 block inactive, KCNK9 inh inactive, RGS4 act inactive, KCNQ1 block inactive and GSK3 alpha inh 0.

(listing goes on)
Nc1nnn(CC(=O)N/N=C/c2ccc(O)cc2)n1 was read as DYRK1A inh 14, PolyA inhibitor inactive, hERG protect -16, KCNQ1 act inactive, RGS4 block inactive, GSK3beta inhib -3, KCNK3 block inactive, KCNK9 inh inactive, RGS4 act inactive, KCNQ1 block inactive and GSK3 alpha inh -2.
CC(=O)N1c2ccc(S(=O)(=O)N(C)CC(=O)N3CCCC3)cc2CC1C (stereo not drawn) was read as DYRK1A inh 5, PolyA inhibitor inactive, hERG protect -6, KCNQ1 act inactive, RGS4 block inactive, GSK3beta inhib 0, KCNK3 block inactive, KCNK9 inh inactive, RGS4 act inactive, KCNQ1 block inactive and GSK3 alpha inh 1.
`O=C(CNc1cccc2ccccc12)N/N=C/c1ccc[nH]1` gave DYRK1A inh -3, PolyA inhibitor inactive, hERG protect -4, KCNQ1 act inactive, RGS4 block inactive, GSK3beta inhib 0, KCNK3 block inactive, KCNK9 inh inactive, RGS4 act inactive, KCNQ1 block inactive and GSK3 alpha inh 1.
For O=C(CSc1nnc(NC(=O)C2CC2)s1)NCc1ccc(F)cc1 the results were DYRK1A inh -2, PolyA inhibitor inactive, hERG protect -10, KCNQ1 act inactive, RGS4 block inactive, GSK3beta inhib -1, KCNK3 block inactive, KCNK9 inh inactive, RGS4 act inactive, KCNQ1 block inactive and GSK3 alpha inh -1.
Screening CC(C)(C)Nc1nc(SCc2ccccc2)nc(N2CCOCC2)n1 returned DYRK1A inh -12, PolyA inhibitor inactive, hERG protect -8, KCNQ1 act inactive, RGS4 block inactive, GSK3beta inhib 5, KCNK3 block -9.4*, KCNK9 inh inactive, RGS4 act inactive, KCNQ1 block inactive and GSK3 alpha inh 7.
C/C=C(/C)C(=O)Nc1cccc(C2=NOC3(C2)C[C@H](C(N)=O)N(C(=O)c2ccc(Cl)cc2)C3)c1 (stereo partly drawn) was read as DYRK1A inh 2, PolyA inhibitor inactive, hERG protect -22, KCNQ1 act inactive, RGS4 block inactive, GSK3beta inhib -3, KCNK3 block inactive, KCNK9 inh inactive, RGS4 act inactive, KCNQ1 block inactive and GSK3 alpha inh -2.
`CCCC(=O)Nc1ccc(C(=O)NN2C(=O)c3ccccc3C2=O)cc1` gave DYRK1A inh 1, PolyA inhibitor inactive, hERG protect 1, KCNQ1 act inactive, RGS4 block inactive, GSK3beta inhib 0, KCNK3 block inactive, KCNK9 inh inactive, RGS4 act inactive, KCNQ1 block inactive and GSK3 alpha inh 1.
Screening COC(=O)c1[nH]c2ccc(C)cc2c1NC(=O)CN1CCN(c2ccc(F)cc2)CC1 returned DYRK1A inh 7, PolyA inhibitor inactive, hERG protect -3, KCNQ1 act inactive, RGS4 block inactive, GSK3beta inhib 2, KCNK3 block inactive, KCNK9 inh inactive, RGS4 act inactive, KCNQ1 block inactive and GSK3 alpha inh 7.

Source: PubChem (several laboratories)

A portion of the library, so the mix of outcomes need not match the whole.
